Compound activity from PubChem BioAssay.
TRPN1 ag: agonists of zebrafish TRPN1 channel; HEK293 zebrafish TRPN1-YFP, Fluo-8 calcium fluorescence; 100% = response to 87 µM carbachol; activation, % at 3 µM; 220,000 tested, 0.18% active;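 active means activation above its plate's cutoff, the mean activation of test wells on that plate plus 3 SD, cut at about 19% in these data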;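 further: 0% = DMSO alone and 100% = 87 µM carbachol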
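Material: zebrafish TRPN1-YFP in HEK293 cells; Doses: single test compound dose, 3 µM nominal, 0.3% DMSO; Timing: dye loading 1 h at 37 °C, then 30 min room temperature; Technique: intracellular calcium fluorescence with Fluo-8; Benchmarks: high carbachol 87 µM, low DMSO alone.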
m-calpain inh: calpain II (pig) inhibition. purified calpain II, fluorogenic peptide substrate, 30 min. AID 1236. 220,000 tested, 0.37% active. inhibition, % at 16 µM;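 active means inhibition above about 50%, limit read from the data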
Tb hexokinase: T. brucei hexokinase 1 inhibition | 220,000 tested, 0.11% active | recombinant TbHK1, G6PDH-coupled NADH A340 | AID 1430 | inhibition, % at 10 µM;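 active means inhibition of 50% or more in the single-dose primary screen; inactive means inhibition below 50%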
Thrombin inh: thrombin (human) inhibition; P00734; alpha-thrombin, Boc-VPR-AMC fluorogenic substrate cleavage; inhibition, % at 5 µM; 220,000 tested, 0.26% active; AID 1046;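 active means inhibition at or above 40%; inactive means inhibition below 40%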;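 further: 0% = enzyme with no compound and 100% = wells without enzyme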
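Material: human alpha-thrombin protein; Also added: Boc-VPR-AMC substrate, 15 µM final; Timing: enzyme reaction carried out at room temperature; Signal: fluorescence, ex 355 nm, em 460 nm; Measure: % inhibition of thrombin; Controls: enzyme without compound as high, wells lacking enzyme as low.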
TRPML3 ag: activates the human TRPML3 channel; activation, % at 3 µM; HEK293 TRPML3-YFP, Fluo-8 calcium fluorescence; 100% = the carbachol control signal; 220,000 tested, 0.29% active;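 active means activation above its plate's cutoff, the mean activation of the plate's test wells plus 3 SD, cut at about 12% in these data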;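 further: 0% = DMSO only wells and 100% = carbachol wells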
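Test system – HEK293 line with stable expression of human TRPML3-YFP channel · Control set – carbachol 87 µM final as high control (100%), DMSO as low control (0%) · Signal – Fluo-8 calcium dye fluorescence, ex 470-495, em 515-575 nm · Incubation – 1-h 37 °C dye load, 5-s basal, 120-s post-compound reads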
Furin inh: inhibitors of human furin; P09958; purified furin, fluorogenic substrate cleavage; inhibition, % at 30 µM; 220,000 tested, 0.061% active; AID 463115; in the data active means inhibition above about 25%; further: inactives centre near -15
Target sequence (P09958 108-714 limits assumed): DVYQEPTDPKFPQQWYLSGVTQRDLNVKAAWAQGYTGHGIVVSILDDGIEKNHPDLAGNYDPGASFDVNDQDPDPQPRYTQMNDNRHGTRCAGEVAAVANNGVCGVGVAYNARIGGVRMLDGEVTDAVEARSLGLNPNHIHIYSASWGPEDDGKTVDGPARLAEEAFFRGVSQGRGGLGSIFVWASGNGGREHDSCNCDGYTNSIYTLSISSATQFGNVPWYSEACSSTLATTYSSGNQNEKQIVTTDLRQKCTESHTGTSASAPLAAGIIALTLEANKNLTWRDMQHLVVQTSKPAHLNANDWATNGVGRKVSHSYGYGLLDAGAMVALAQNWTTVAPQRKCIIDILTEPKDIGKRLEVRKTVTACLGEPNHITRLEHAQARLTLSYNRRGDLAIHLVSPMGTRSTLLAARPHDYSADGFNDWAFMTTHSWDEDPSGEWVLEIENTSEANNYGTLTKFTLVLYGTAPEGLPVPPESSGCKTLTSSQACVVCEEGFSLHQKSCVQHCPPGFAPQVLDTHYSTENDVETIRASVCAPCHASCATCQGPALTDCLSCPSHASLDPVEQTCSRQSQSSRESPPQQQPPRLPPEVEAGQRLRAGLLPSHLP
EBV gp42 block: inhibitors of Epstein-Barr virus glycoprotein 42 | Q1HVG2 | Fluorescence polarization binding assay, mP read-out | inhibition, % (tested at 21.74 µM) | 220,000 tested, 0.42% active; in the data active means inhibition above about 50%
Target sequence (Q1HVG2 whole entry, looked up): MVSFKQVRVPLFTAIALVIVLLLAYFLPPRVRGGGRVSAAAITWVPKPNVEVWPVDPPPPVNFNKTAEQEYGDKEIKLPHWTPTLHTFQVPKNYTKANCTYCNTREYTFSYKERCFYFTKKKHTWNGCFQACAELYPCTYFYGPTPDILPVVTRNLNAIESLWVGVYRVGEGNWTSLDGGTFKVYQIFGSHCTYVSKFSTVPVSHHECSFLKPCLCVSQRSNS
Cl transport mod: KCC2 (human) Cl- transport modulation; 190,000 tested, 2.2% active; B-score of Tl+ flux slope (higher = more flux/activation; lower = inhibition) at 10 µM; KCC2 cells, thallium flux FluoZin-2 fluorescence; Q9H2X9;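 active means thallium flux slope and its plate-corrected score both differing from the plate sample mean at a set confidence after two filtering rounds, in either direction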;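 further: slope of fluorescence scaled to starting intensity during 10 to 20 s after thallium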
PPC-1+TRAIL kill: PPC-1 cancer cell killing with TRAIL present; AID 1443; cell killing (% activity), % at 4 µM; PPC-1 cells + TRAIL, ATPLite viability luminescence; 220,000 tested, 0.41% active;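 active means cell killing above 50% in the first pass at 4 µM, then a duplicate retest at 5 µM averaging 50% or more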;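 further: plate controls were cells with TRAIL plus DMSO for no effect and medium-only wells lacking cells for full effect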
An asterisk follows results filed as active; i = inactive; x = not tested or not shown; [ ] = remark or other dose.

no. | Compound | TRPN1 ag | m-calpain inh | Tb hexokinase | Thrombin inh | TRPML3 ag | Furin inh | EBV gp42 block | Cl transport mod | PPC-1+TRAIL kill
1 | COc1ccc(OC)c(NC(=O)CN(c2ccc(C)cc2)S(=O)(=O)c2c(C)noc2C)c1 | -0.3 | 29 | 0 | 2 | 0.0 | -26 | 2 | x | 5
2 | CCc1c(C(=O)NCc2ccc3c(c2)OCO3)[nH]c(C)c1C(C)=O | 2.1 | -23 | 2 | 2 | 0.1 | -17 | -4 | x | 16
3 | CCC(=O)N1CCc2cc(S(=O)(=O)NC(Cc3ccccc3)C(=O)NC3CCCCC3C)ccc21 (stereo not drawn) | -1.4 | -43 | -3 | -5 | -0.3 | -11[20 µM] | -1 | x | 11
4 | COc1ccc(C2c3sc(=O)[nH]c3SCC2C(N)=O)cc1 (stereo not drawn) | 1.1 | -1 | -8 | -5 | 1.0 | -18 | -13 | 0.95 | 3
5 | O=C(COc1ccccc1)Nc1nc2ccccc2[nH]1 | 0.8 | 8 | -2 | 2 | -0.6 | -12[20 µM] | -6 | -0.37 | 24
6 | COc1cccc(N(C(=O)CNC(=O)c2ccco2)C(C(=O)NC2CCCC2)c2ccncc2)c1 (stereo not drawn) | 1.1 | -6 | -1 | 4 | 1.4 | -24[20 µM] | 6 | 0.4 | 11
7 | C=CCNC(=O)c1ccccc1CCc1ccccc1 | -2.1 | 0 | -2 | 0 | 0.0 | -18 | -8 | -1 | 0
8 | Cc1noc(C)c1S(=O)(=O)Nc1ccccc1Oc1ccccc1 | -4.2 | 8 | -11 | -4 | -0.5 | -5 | -5 | -0.33 | 18
9 | CCCN1CCC(NC(=O)Nc2cc(Cl)ccc2OC)CC1 | 0.2 | -22 | -1 | 4 | 0.5 | -16 | -7 | 0.53 | 6
10 | CN1CCC(N(C)C(=O)CCc2nc3ccccc3n2-c2ccccc2)CC1 | -0.4 | 20 | 6 | -13 | 0.8 | -13 | -7 | x | 12
11 | C=CCn1c(CNC(=O)c2ccco2)nnc1SCC(=O)Nc1cccc(F)c1 | -0.3 | 14 | -2 | 1 | 0.6 | -6 | -16 | 0.79 | 20
12 | C/C(CC(=O)NC1CCCCC1)=N\NC(=O)COc1ccc(C)cc1Br | -0.7 | -12 | -10 | -3 | 0.0 | -28 | -3 | -0.28 | 31
13 | Cc1cccc2sc(NC(=O)[C@H](C)N3C(=O)C4CC=CCC4C3=O)nc12 (stereo partly drawn) | -0.5 | 17 | 1 | 13 | -0.9 | -4 | 10 | -0.39 | 18
14 | C/C(=N/OC(=O)c1ccc(Cl)cc1Cl)c1oc(C)nc1C | -0.3 | -11 | -4 | 2 | -0.7 | -11 | -12 | 0.56 | 7
15 | Cc1cc(C)c(C#N)c(SCC(=O)OC2CCCCC2)n1 | -1.2 | 34 | 3 | -5 | 0.9 | -22 | 5 | -1.2 | 19
16 | O=C(Nc1ccccc1)N(O)c1ccc(Cl)cc1 | -0.3 | 16 | 11 | -1 | 0.0 | -4[20 µM] | 0 | x | 27
17 | COc1ccc(Cc2nnc(NS(C)(=O)=O)s2)cc1 | -0.5 | 4 | 0 | 1 | 1.1 | -12[20 µM] | -14 | x | 16
18 | Cn1c(Cn2nnc3ccccc32)nnc1SCC(=O)N1c2ccccc2CCc2ccccc21 | -1.6 | -41 | -2 | 3 | -0.6 | 4 | 5 | x | -7
19 | O=C(NCc1ccccn1)C1CCCCC1 | -0.5 | 12 | -6 | -4 | 0.1 | -9 | -7 | 0.0079 | -10
20 | Cn1c(=O)c(C(=O)CCl)c(N)n(Cc2ccccc2)c1=O | 0.9 | 17 | -4 | -1 | 0.9 | -11 | 0 | -0.088 | 19
21 | CN(C(=O)COc1ccccc1)c1nc(-c2ccc(F)cc2)cs1 | 0.1 | 3 | -3 | -18 | 0.8 | -31 | -14 | 0.66 | 20
22 | Nc1nonc1-n1nnc(C(=O)N/N=C/C2CC=CCC2)c1CSc1ccccc1 (stereo not drawn) | -0.6 | -8 | 0 | -5 | 0.8 | -10 | -2 | -0.72 | -8
23 | O=C(CN1CCCCCC1)Nc1ccccc1Oc1ccccc1 | -0.2 | -5 | 0 | 4 | -0.1 | -28 | 1 | -0.043 | 19
24 | CCOC(=O)C1CCN(C(=O)Nc2ccc(Cl)cc2)CC1 | 1.3 | 16 | 2 | -5 | 0.5 | -30 | -4 | 0.62 | 5
25 | O=C(c1ccc(Br)s1)N1CCN(c2ncccn2)CC1 | 0.7 | -45 | -3 | -6 | 0.8 | -8[20 µM] | -9 | x | 15
26 | CC(=O)c1ccc(N2CCN(C(=O)c3cc4c(-c5ccccc5F)nn(C)c4s3)CC2)cc1 | 1.8 | 2 | -20 | -1 | 3.8 | -30 | -10 | x | -10
27 | CCc1cc2c(=O)c(Oc3ccccc3)c(C)oc2cc1O | 1.1 | i | -2 | -4 | 1.5 | -27 | -6 | -0.18 | 12
28 | O=C(O)CCCCCNc1nc2ncn(Cc3ccccc3)c2c(=O)[nH]1 | 1.3 | 4 | -10 | 6 | 0.7 | -6 | -20 | x | -1
29 | Cc1ccc(C2CC(C(F)(F)F)n3nc(C(=O)NCc4ccco4)cc3N2)cc1 (stereo not drawn) | 1.4 | 2 | -5 | -8 | 1.7 | -20 | -8 | x | 20
30 | C=CCNC(=O)N1CCCC(C(=O)c2cccc(Cl)c2)C1 (stereo not drawn) | -1.1 | 12 | -7 | -2 | -0.5 | -26 | 2 | 0.9 | -14
31 | COc1ccc(C(=O)Nc2ccccc2C(=O)N/N=C/c2ccccn2)cc1OC | 4.0 | 9 | -17 | 3 | 0.8 | -22 | -3 | -0.006 | 75*[5 µM]
32 | Cc1nc2cc(N3CCCCC3)c(NC(=O)c3ccncc3)cc2c(=O)n1Cc1ccccc1 | -0.6 | -163 | -26 | 2 | 0.5 | -19[20 µM] | -22 | -0.13 | 16
33 | [O-]C1=N/[N+](=C/c2ccc(Cl)cc2)CC1 | -0.1 | -2 | -52 | 3 | 1.5 | -7[20 µM] | -3 | x | 33
34 | Fc1ccc(NC(=S)NC2CCCCC2)c(F)c1F | 1.2 | -9 | -7 | -10 | 0.7 | -24 | -6 | 1.9 | 18
35 | CC(C)(C)NC(=O)NC(=O)COc1ccc(Br)cc1Br | 0.0 | 19 | -1 | -13 | -0.4 | -12 | 4 | 0.4 | -2
36 | COCCCn1c(SCC(=O)NC2CCCC2)nnc1-c1ccco1 | -0.1 | -20 | 6 | 6 | 0.1 | -11 | -8 | 0.23 | 18
37 | COc1cc(NC(=O)CSc2nc(C)c(C)c(C)n2)c(C)cc1[N+](=O)[O-] | 0.0 | 11 | 0 | -1 | -0.2 | 1 | -12 | 0.35 | 5
38 | Cc1cccc(C(=O)N/C(=C\c2ccc(C)o2)C(=O)O)c1 | 1.8 | 6 | -38 | -2 | 0.5 | -18 | -9 | -0.37 | 6
39 | O=C(Nc1ccc(F)cc1)c1ccc(Cn2cnnn2)cc1 | 0.5 | -5 | -1 | -3 | 1.3 | -27 | -17 | 0.82 | 9
40 | O=[N+]([O-])c1ccc(NCCCNS(=O)(=O)c2ccccc2)c(Cl)c1 | 0.5 | 39 | 36 | 15 | 0.1 | 10 | 4 | -0.44 | -1

Molecules above with a thiophene ring, fused or not:
no. | Compound | TRPN1 ag | m-calpain inh | Tb hexokinase | Thrombin inh | TRPML3 ag | Furin inh | EBV gp42 block | Cl transport mod | PPC-1+TRAIL kill
25 | O=C(c1ccc(Br)s1)N1CCN(c2ncccn2)CC1 | 0.7 | -45 | -3 | -6 | 0.8 | -8[20 µM] | -9 | x | 15
26 | CC(=O)c1ccc(N2CCN(C(=O)c3cc4c(-c5ccccc5F)nn(C)c4s3)CC2)cc1 | 1.8 | 2 | -20 | -1 | 3.8 | -30 | -10 | x | -10

Continued:
no. | Compound | TRPN1 ag | m-calpain inh | Tb hexokinase | Thrombin inh | TRPML3 ag | Furin inh | EBV gp42 block | Cl transport mod | PPC-1+TRAIL kill
41 | C/C(Cl)=C\Cn1c(=O)c2c(nc3n2CCS3)n(C)c1=O | -0.5 | -1 | 3 | 3 | 0.1 | -12 | -19 | x | -3
42 | Cc1ccc2oc(=O)c3cc(C(=O)N4CCN(C)CC4)sc3c2c1 | 0.5 | -5 | -29 | -2 | 0.8 | -11 | -26 | 0.16 | 11
43 | CC(C)C[C@H](NC(=O)OC(C)(C)C)C(=O)N1CCC(C(=O)O)CC1 | 0.4 | 15 | 1 | 2 | 0.1 | -30[20 µM] | -2 | 0.042 | -13
44 | O=C(NC1CCCC1)c1c[nH]c2ccc(F)cc2c1=O | 2.8 | -5 | -8 | 0 | 0.3 | -18[20 µM] | 1 | 0.42 | -1
45 | COCCN1C2=C(COC(C)(C)C2)C(=S)NC1c1ccccc1 (stereo not drawn) | 1.4 | -15 | -28 | -9 | 0.3 | -4 | -8 | -0.15 | 2
46 | CSc1ccc(S(=O)(=O)Nc2c(C)cccc2C)cc1 | -0.4 | 29 | 5 | 2 | -0.6 | -7[20 µM] | -15 | 0.28 | -3
47 | Cc1ccc(-n2c(N)c(C(=O)NCc3cccnc3)sc2=S)cc1 | 0.8 | 11 | -2 | 0 | 1.7 | -4[20 µM] | -13 | 0.7 | 25
48 | CCOc1ccc2nc(N3C(=O)/C(=C/c4ccccc4)NC3=S)sc2c1 | 1.1 | -10 | 9 | 1 | 0.8 | 6 | -10 | 62* | 21

Of the compounds above, five have a furan ring, fused or not.
no. | Compound | TRPN1 ag | m-calpain inh | Tb hexokinase | Thrombin inh | TRPML3 ag | Furin inh | EBV gp42 block | Cl transport mod | PPC-1+TRAIL kill
6 | COc1cccc(N(C(=O)CNC(=O)c2ccco2)C(C(=O)NC2CCCC2)c2ccncc2)c1 (stereo not drawn) | 1.1 | -6 | -1 | 4 | 1.4 | -24[20 µM] | 6 | 0.4 | 11
11 | C=CCn1c(CNC(=O)c2ccco2)nnc1SCC(=O)Nc1cccc(F)c1 | -0.3 | 14 | -2 | 1 | 0.6 | -6 | -16 | 0.79 | 20
29 | Cc1ccc(C2CC(C(F)(F)F)n3nc(C(=O)NCc4ccco4)cc3N2)cc1 (stereo not drawn) | 1.4 | 2 | -5 | -8 | 1.7 | -20 | -8 | x | 20
36 | COCCCn1c(SCC(=O)NC2CCCC2)nnc1-c1ccco1 | -0.1 | -20 | 6 | 6 | 0.1 | -11 | -8 | 0.23 | 18
38 | Cc1cccc(C(=O)N/C(=C\c2ccc(C)o2)C(=O)O)c1 | 1.8 | 6 | -38 | -2 | 0.5 | -18 | -9 | -0.37 | 6

A run of entries of the results above, as a working copy:
no. | Compound | TRPN1 ag | m-calpain inh | Tb hexokinase | Thrombin inh | TRPML3 ag | Furin inh | EBV gp42 block | Cl transport mod | PPC-1+TRAIL kill
47 | Cc1ccc(-n2c(N)c(C(=O)NCc3cccnc3)sc2=S)cc1 | 0.8 | 11 | -2 | 0 | 1.7 | -4[20 µM] | -13 | 0.7 | 25
48 | CCOc1ccc2nc(N3C(=O)/C(=C/c4ccccc4)NC3=S)sc2c1 | 1.1 | -10 | 9 | 1 | 0.8 | 6 | -10 | 62* | 21
